Lipid storage S3 – qHTS Assay for Lipid Storage Modulators in Drosophila S3 Cells | Drosophila S3 cells, BODIPY lipid droplet fluorescence, 18-24 h; cells fed with added oleic acid | lipid storage change, negative = inhibition, % at the top dose, mostly 46.1 µM; hits show Potency in µM | 0.64% of 320,000 active | AID 2685; active means well fitted inhibition curve with a large enough effect in the signal ratio, with a control signal flat, not every such curve was filed as active; inconclusive means small, poorly fitted or top-dose-only effect, or effect the other way, or a change in a side signal; the % refers to the signal ratio
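Drosophila S3 cells loaded with oleic acid (400 uM, as added) and compounds at several concentrations; lipid droplets imaged by 488-nm laser-scanning cytometry, 500–530 nm intensity and object ratio to cell channel. Percent activity normalized to 20 uM Triacsin C.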
Lipid storage S3 cell count max – further read-out of Lipid storage S3, marked with its call; cell number change, %; measured here: cell count max response;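 cells counted by Cell Tracker Red CMTPX staining in the red channel; peak over a dose series mostly up to 46.1 µM; percent activity relative to internal control wells on each plate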
* hit, by the source's call; i = inactive; ? = inconclusive; / = not tested or not shown. On the % scale 0 is the no-effect control and ±100 the full control effect; potency means the concentration at half of the fitted maximal effect. These rows are one share of the data (hit frequency here may not be typical).

Values run as follows: Lipid storage S3 | Lipid storage S3 cell count max
- O=C(COC(=O)CNC(=O)c1cccc(OC(F)F)c1)NNC(=O)c1ccccc1
  ? | /
- Cc1noc(NS(=O)(=O)c2ccc(NC(=O)c3ccc(OC(C)C)cc3)cc2)c1C
  ? | /
- O=C(CCCCCn1c(SCC(=O)c2ccccc2)nc2ccccc2c1=O)NCc1ccco1
  ? | /
- COC(=O)CN(c1cccc(OC)c1)S(C)(=O)=O
  16µM* | -6.7*
- O=C1CCc2cc(NS(=O)(=O)c3ccccc3)cc3c2N1CCC3
  ? | /
- Cc1cc(C)c2nncn2n1
  6% | 2
- CN(C)S(=O)(=O)Oc1cccc(C(=O)Nc2ccc([N+](=O)[O-])cc2)c1
  -6% | -17
- COc1ccc(NC(=O)C2CC(=O)N(Cc3ccco3)C2)cc1Cl (stereo not given)
  ? | /
- COc1ccc(N2CC(C(=O)Nc3ccc(S(=O)(=O)N4CCCCC4)cc3)CC2=O)cc1 (stereo not given)
  ? | /
- CCn1c(CNC(=O)Cc2ccc(OC)cc2)nnc1SCC(=O)Nc1ccc(C(=O)O)cc1
  4% | 15
- CCOc1ccc(S(=O)(=O)N2CCCC(C(=O)NC3CC3)C2)cc1Cl (stereo not given)
  ? | /
- Cc1ccc(CSc2nnc(-c3ccccn3)n2C)cc1
  29% | 15
- NC(=O)c1ccc(-n2nnnc2Oc2ccccc2C(=O)N2CCOCC2)cc1
  ? | /
- CCNC(=O)CN(Cc1ccccc1)S(=O)(=O)c1ccccc1
  i | -3
- CC1CC(C)CN(C(=O)c2ccc(CSc3nc4ccncc4[nH]3)cc2)C1 (stereo not given)
  ? | /
- COc1cc(CN2CCN(C(=O)c3ccc(-c4ccccc4)cc3)CC2)cc(OC)c1OC
  -10% | 1
- O=C(CCNC(=O)c1ccccc1Cl)Nc1nccs1
  ? | /
- O=c1oc2ccccc2c(O)c1C=NCc1ccccn1
  ? | /
- COc1cccc(C2C(C(=O)c3sc(C)nc3C)=C(O)C(=O)N2CCN2CCOCC2)c1OC (stereo not given)
  3% | -1
- CC(=O)NCCC(=O)Nc1nc(-c2ccc3c(c2)OCCO3)cs1
  -62% | -29
- COc1cccc(-c2cn3nc4c(nc3n2)CCCC4)c1
  ? | /
- Fc1ccc(-c2nc3ccccc3[nH]2)cc1
  17% | 0
- O=C(COc1cccc(Cl)c1)Nc1nc(-c2ccc(S(=O)(=O)N3CCOCC3)cc2)cs1
  -14% | 3
- O=C(NC(=O)N1CCN(c2ccc([N+](=O)[O-])cn2)CC1)c1c(Cl)cccc1Cl
  ? | /
- COc1ccc(OCCCC(=O)OCC(=O)Nc2ncc(Cl)cc2Cl)cc1
  ? | /
- Cc1ccc(C(=O)Nc2cccc(C(F)(F)F)c2)cc1NC(=O)c1cnnc2ccccc12
  ? | /
- Cc1ccc(C2(c3ccccc3)NC(=O)N(CC(=O)NCc3ccco3)C2=O)cc1C (stereo not given)
  -18% | -8
- COc1ccc(Cn2c(C3CC3)nc3ccc(NC(=O)c4ccco4)cc3c2=O)cc1
  ? | /
- CCn1nc(C(=O)OCC(=O)NCCN2C(=O)CSC2=O)c2ccccc2c1=O
  15% | 1
- Cc1ccc(NC(=O)COC(=O)c2cccc(OC(F)F)c2)cc1S(=O)(=O)N1CCCCC1
  ? | /
- COc1ccc(C(=O)c2ccc(N3CCOCC3)c([N+](=O)[O-])c2)cc1
  ? | /
- O=C1CCCN1CCCNc1ncnc2c1cnn2-c1ccc(Cl)cc1
  i | /
- O=C(Nc1ccc(N2CCOCC2)cc1N1CCOCC1)c1ccc([N+](=O)[O-])cc1
  12% | 8
- COc1ccccc1OCCCCN1CCC(C)CC1
  ? | /
- Cc1cc(NC(=O)COc2coc(CN3CCN(c4ccccc4)CC3)cc2=O)no1
  ? | /
- Cc1nc(Cc2nnc(SCC(=O)N3CCN(c4ccc(O)cc4)CC3)o2)cs1
  0% | -1
- COC(=O)C(CCSC)NC(=O)c1cn(-c2ccc(OC)cc2)c(=O)c2ccccc12 (stereo not given)
  i | /
- COc1ccc(-c2noc(CCCC(=O)NCc3ccco3)n2)cc1OC
  19% | -13
- CCOC(=O)N1CCC(NC(=O)CSCc2nc(-c3ccccc3Cl)oc2C)CC1
  ? | /
- Cc1ccc(S(=O)(=O)c2c(N)n(NC(=O)C3CC3)c3nc4ccccc4nc23)cc1
  13% | 4
- Cc1ccc(CNC(=O)C(C)OC(=O)c2ccco2)cc1 (stereo not given)
  ? | /
- COc1ccc(C2=NO[C@@H]3[C@@H]4C[C@@H]([C@H]5C(=O)N(C)C(=O)[C@@H]45)[C@H]23)cc1
  ? | /
- C=C(C)CNC(=S)N/N=C\c1ccc2c(c1)OCO2
  -23% | /
- CCN(C(=O)COC(=O)c1ccccc1NCCO)C1CCS(=O)(=O)C1 (stereo not given)
  ? | /
- CCOc1ccc(NC2=NCC(=O)N2CCc2ccccc2)cc1
  16% | -27
- CCCC(c1nnnn1Cc1ccco1)N1CCN(c2ccccc2)CC1 (stereo not given)
  10% | 9
- Cc1c(C(=O)OCC(=O)N(CCC#N)c2ccccc2)oc2c1ccc1ccccc12
  i | -15
- Cc1nn(-c2ccccc2)cc1C(c1c(N)[nH]c(=S)[nH]c1=O)c1c(N)[nH]c(=S)[nH]c1=O
  ? | /
- CCN(CC)c1ccc(/C=N/N=C(c2ccccc2)c2ccccc2)c(O)c1
  ? | /
- O=C(Nc1nnc(CCN2CCCCC2)s1)c1cccc(Cl)c1
  -8% | 12
- CC(=O)c1ccccc1OCc1ccc(S(=O)(=O)Cc2ccccc2)cc1
  ? | /
- COc1ccc(C(=O)NCC(c2ccco2)N(C)C)cc1S(=O)(=O)NCc1ccc(Cl)cc1 (stereo not given)
  ? | /
- COc1ccc(C(=O)C(CCC(CNC(C)(C)C)C(=O)c2ccc(OC)cc2)CNC(C)(C)C)cc1 (stereo not given)
  ? | /
- CC1(c2cccc(Br)c2)NC(=O)N(CC(=O)NC2CCCCC2)C1=O (stereo not given)
  ? | /
- CC(=O)Nc1ccc(S(=O)(=O)NC2(C(F)(F)F)NC(=O)N(c3ccccc3F)C2=O)cc1 (stereo not given)
  6% | -11
- CCOc1ccc(S(=O)(=O)NCCOC)cc1C
  ? | /
- CCCCCn1c(=O)[nH]c2cc(C(=O)NCCN(CC)CC)ccc2c1=O
  -3% | 4
- CCCCn1c(O)c(/C=C/C=C/C=Nc2ccccc2)sc1=S
  ? | /
- CC1=C(CC(=O)O)c2cc(F)ccc2/C1=C/c1ccc(S(C)=O)cc1 (stereo not given)
  i | 6
- COc1cc2[nH]c(=O)c(C(=O)NCCCN3CCOCC3)c(O)c2cc1OC
  1% | 22

Among those listed so far, five have an aryl thioether with sulfur outside any ring:
Values run as follows: Lipid storage S3 | Lipid storage S3 cell count max
- O=C(CCCCCn1c(SCC(=O)c2ccccc2)nc2ccccc2c1=O)NCc1ccco1
  ? | /
- CCn1c(CNC(=O)Cc2ccc(OC)cc2)nnc1SCC(=O)Nc1ccc(C(=O)O)cc1
  4% | 15
- Cc1ccc(CSc2nnc(-c3ccccn3)n2C)cc1
  29% | 15
- CC1CC(C)CN(C(=O)c2ccc(CSc3nc4ccncc4[nH]3)cc2)C1 (stereo not given)
  ? | /
- Cc1nc(Cc2nnc(SCC(=O)N3CCN(c4ccc(O)cc4)CC3)o2)cs1
  0% | -1

Pulled by compound from the list above:
Values run as follows: Lipid storage S3 | Lipid storage S3 cell count max
- Cc1ccc(S(=O)(=O)c2c(N)n(NC(=O)C3CC3)c3nc4ccccc4nc23)cc1
  13% | 4
- O=C(CCCCCn1c(SCC(=O)c2ccccc2)nc2ccccc2c1=O)NCc1ccco1
  ? | /
- CCn1nc(C(=O)OCC(=O)NCCN2C(=O)CSC2=O)c2ccccc2c1=O
  15% | 1

Going on with the list:
Values run as follows: Lipid storage S3 | Lipid storage S3 cell count max
- COc1ccc(-c2nc(-c3cccs3)no2)cc1
  ? | /
- CCOc1ccc(-c2nnn(CC(=O)NCc3ccc(C)cc3)n2)cc1
  -4% | -10
- COCCNc1cc(N)c([N+](=O)[O-])cc1[N+](=O)[O-]
  15% | 2
- CCn1c2ccccc2c2cc(NC(=O)c3cccc([N+](=O)[O-])c3C)ccc21
  ? | /
- CNc1nc(NCCOC23CC4CC(CC(C4)C2)C3)nc(OCC(F)(F)F)n1
  ? | /
- Cc1ccc(NC(=O)CC(=O)c2ccc([N+](=O)[O-])cc2)cc1S(=O)(=O)Nc1cccc(Cl)c1
  -5% | 5
- CCOC(=O)c1cccc(NC(=O)/C=C/c2cccc([N+](=O)[O-])c2)c1
  -8% | -2
- Cc1ccc(/C=C/C(=O)Nc2cccnc2)o1
  -4% | 14
- COc1nc(N/N=C/c2ccc(C)cc2)nc(N2CCCCC2)n1
  8% | 14
- O=C(O)CC(=O)NC12CC3CC(CC(C3)C1)C2
  ? | -15
- COC(=O)CC1C(=O)NCCN1C(=S)Nc1ccccc1 (stereo not given)
  -4% | -15
- CCOc1ccc(OCC)c(NC(=O)CSc2nnc(C3CC3)n2CC)c1
  ? | /
- COc1cc(/C=N\NC(=O)c2ccc(-c3ccccc3)cc2)cc(OC)c1OC(C)=O
  ? | /
- O=C(O)Cc1sc(-c2ccc(Cl)cc2)nc1-c1ccccc1
  ? | /
- Cc1cccc(-n2nc3c(c2NC(=O)C(C)C)CS(=O)(=O)C3)c1C
  9% | 21
- CC(C)c1ccc(NS(=O)(=O)c2ccc(N3C(=O)CCC3=O)cc2)cc1
  3% | 7
- Cn1c(CO)nc2cc(N)ccc21
  -1% | -5
- CC(C)CN1CC(=O)N2C(c3ccccc3)c3[nH]c4ccccc4c3C[C@H]2C1=O (stereo not given in full)
  2% | -2
- NC(=S)c1ncc(C(F)(F)F)cc1Cl
  -7% | 15
- COc1ccc(C(=S)N2CCCC2)cc1OC
  ? | /
- Cc1c(Cl)cccc1NC(=O)CSC(N)=O
  ? | /
- CC(C)N=C1CC(C)(C)CC(=O)/C1=C(/O)CCCN1C(=O)c2ccccc2C1=O
  7% | 25
- O=C(CSc1ccccc1)Nc1ccc(C(=O)Nc2cccc(O)c2)cc1
  7% | 11
- CCN(CC)C(=O)C(=O)N/N=C/c1ccc(Cl)cc1Cl
  -5% | -10
- CN(Cc1ccccc1)C(=O)C1CCN(S(=O)(=O)c2ccc3nc4c(c(C(=O)O)c3c2)CCCC4)CC1
  -20% | 12
- CCCCN(C(=O)C1=COCCO1)c1c(N)n(Cc2ccccc2)c(=O)[nH]c1=O
  4% | 4
- O=C(CSc1nc2ccccc2s1)c1ccc(O)cc1O
  -27% | -24
- COc1ccc(NC(=O)C2CCCN(C(=O)Nc3cccc(OC)c3)C2)cc1 (stereo not given)
  ? | /
- COc1ccc(OC)c(NC(=O)Nc2ccc3c(c2)CCC3)c1
  ? | /
- O=C(c1ccc(S(=O)(=O)N2CCCC2)cc1)N1CCCCCC1
  0% | 1
- COc1ccc(/C=C/C(=O)NC(=S)N2CCSCC2)cc1
  9% | 6
- c1cncc(CNc2ncnc3sc4c(c23)CCC4)c1
  0% | -13
- Cc1ccc(CSCC(=O)Nc2c(C)n(C)n(-c3ccccc3)c2=O)cc1
  ? | /
- N#C/C(=C(/O)COC(=O)CSc1ccc2ccccc2c1)c1nc2ccccc2[nH]1
  -12% | 10
- O=C(Nc1cccnc1)C1CCN(S(=O)(=O)c2cccc3nonc23)CC1
  -7% | -7
- Nc1ncc(CN2CCCC(C(=O)Nc3ccc(-c4ccco4)cc3)C2)cn1 (stereo not given)
  ? | /
- O=C(CN1C(=O)C2C3C=CC(C3)C2C1=O)OCC(=O)c1ccccc1 (stereo not given)
  ? | /
- CNC(=S)N1CCN(c2ccc([N+](=O)[O-])cc2)CC1
  1% | 9
- COc1ccc(/C=C2\SC(=O)NC2=S)cc1OC
  ? | /
- COc1cc(=O)[nH]c(=O)n1C(=O)Cc1ccccc1
  3% | -7
- Cc1cc(Nc2nnnn2-c2ccccc2)n(-c2ccccc2)n1
  -1% | -7
- O=C(NCCc1ccccc1)c1ccccc1[N+](=O)[O-]
  8% | 11
- Cc1ccc2[nH]c(=O)c(CN(Cc3cccnc3)C(=S)NCCCN(C)C)cc2c1
  0% | 2
- Cc1ccc(C)c2[nH]c(=O)c(CCNC(=O)c3ccc(S(=O)(=O)N4CCCC4)cc3)cc12
  13µM* | -19*
- Cc1ccc(CN2CCN(/N=C/c3cc(Br)ccc3O)CC2)cc1
  ? | /
- CC1(C(=O)NNC(=O)C2CCCCC2)CC1(Cl)Cl (stereo not given)
  ? | /
- COc1ccc2cc3cc(C(=O)NC(C)C)oc3nc2c1
  ? | /
- O=C(Nc1ccc(-c2cn3ccsc3n2)cc1)c1ccc(F)c(S(=O)(=O)N2CCOCC2)c1
  ? | /
- Cc1ccc2c(c1)sc(C)[n+]2CCCS(=O)(=O)[O-]
  0% | 17
- Cc1ccc(NC(=O)CSc2ccc(C(N)=O)cc2[N+](=O)[O-])cc1
  4% | 6
- CSc1ccccc1NC(=O)c1cc(C2CC2)on1
  ? | /
- O=C(Nc1ccc2c(c1)OC1(CCCC1)O2)C1CC1
  15% | 14
- CC(=O)C(Sc1nccc(-c2cccs2)n1)C(C)=O
  ? | /
- Nc1c(C(=O)NCCc2ccccc2)nnn1Cc1ccccc1
  -1% | -8
- N/C(Cc1cccc2ccccc12)=N\OC(=O)Cc1cccs1
  ? | /
- O=C(CSc1nnc(C2CC2)n1Cc1ccccc1)c1ccc(S(=O)(=O)N2CCOCC2)cc1
  ? | /
- CCCOc1ccc(-c2nnc(-c3ccco3)o2)cc1
  -7% | /
- CCN1C/C(=C/c2ccc(OC)c(O)c2)C(=O)/C(=C/c2ccc(OC)c(O)c2)C1
  ? | /

Source: PubChem
